HCMV inh = inhibitors of human cytomegalovirus; HFF cells, HCMV-luciferase reporter, 72 h; stronger effect = lower value; activity change, negative = inhibition, % at 57.5 µM; 410,000 compounds, 4.5% hits; in the data active means activity change below about -60%; inconclusive means no clear call, values can overlap the other calls; inactive means above about -39%
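Cell-based, HFFs, 1000 cells/well, 16 h 37C; cpds in DMSO + HCMV-luc, MOI 1 PFU/cell; 72 h 37C; OneGlo luminescence after 5 min RT; norm. to buffer vs Salinomycin 10uM.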
AmpC inh detg = AmpC beta-lactamase inhibition with detergent present; P00811; AmpC hydrolysis of nitrocefin, absorbance 480 nm, 0.01% Triton; Potency, µM (top dose mostly 114 µM), for inactives: at the highest dose activity change, negative = inhibition, actives largely listed as inhibitors; 370,000 compounds, 0.041% hits; AID 485294;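 further: potency means the concentration at half of the fitted maximal effect; 0% = no-compound wells and -100% = no-enzyme wells; nearly all actives have a fitted effect of over 25% in size; some results filed as inactive show a strong effect at the top dose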
Target sequence (P00811 whole entry, looked up): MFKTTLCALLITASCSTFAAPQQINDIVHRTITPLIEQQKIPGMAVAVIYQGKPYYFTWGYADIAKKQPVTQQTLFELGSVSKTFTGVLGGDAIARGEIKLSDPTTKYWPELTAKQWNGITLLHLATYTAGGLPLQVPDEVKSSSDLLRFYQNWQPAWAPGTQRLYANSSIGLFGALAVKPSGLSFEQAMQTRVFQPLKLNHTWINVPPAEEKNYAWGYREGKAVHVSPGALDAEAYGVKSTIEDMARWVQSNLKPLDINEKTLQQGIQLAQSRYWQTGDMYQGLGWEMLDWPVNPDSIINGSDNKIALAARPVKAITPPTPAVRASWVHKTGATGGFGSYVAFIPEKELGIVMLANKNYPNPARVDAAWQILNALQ
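20 mM phosphate pH 7.0 + 0.01% (detergent screen) or 0.0001% Triton X-100; 5.3 nM AmpC reagent; cpd preinc 15 min RT; nitrocefin (800 uM stock) to start; A480 q20 s × 4 min; Activity was normalised to no-enzyme and no-compound control wells.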
HCV inhibitor = inhibitors of hepatitis C virus infection | Huh7.5.1 HCVcc-Cre infection, luciferase reporter, 44 h | 340,000 compounds, 3.4% hits | Potency, µM (titrated, usually from 41.8 µM), for inactives: top-dose activity change, negative = inhibition, actives largely listed as inhibitors; further: potency means the concentration at half of the fitted maximal effect
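Cells (1,000/well) were plated 4 h before compound, then infected with HCVcc-Cre virus (~0.5 moi). After 44 h further culture, infection was read as luciferase luminescence following a 15 min substrate incubation at room temperature.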
FBPA Giardia inh = inhibitors of Giardia lamblia fructose-1,6-bisphosphate aldolase; Potency, µM (top dose mostly 59.6 µM), inactives show at the highest dose activity, negative = inhibition, actives largely listed as inhibitors; purified Giardia FBPA; AID 2451; 290,000 compounds, 0.71% hits; A8B2U2; further: potency means the concentration at half of the fitted maximal effect; nearly all actives have a fitted effect of over 55% in size
Target sequence (A8B2U2 whole entry, looked up): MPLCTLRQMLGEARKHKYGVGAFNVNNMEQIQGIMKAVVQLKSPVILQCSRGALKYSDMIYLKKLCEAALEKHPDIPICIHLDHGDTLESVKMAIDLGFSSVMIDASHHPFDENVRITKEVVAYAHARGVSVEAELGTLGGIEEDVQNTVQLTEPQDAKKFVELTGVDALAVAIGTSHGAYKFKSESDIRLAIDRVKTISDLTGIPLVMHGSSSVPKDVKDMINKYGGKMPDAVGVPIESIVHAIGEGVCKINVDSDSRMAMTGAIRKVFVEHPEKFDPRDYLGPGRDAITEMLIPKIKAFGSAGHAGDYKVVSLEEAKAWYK
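Giardia FBPA (40 nM reagent) was preincubated 10 min at RT with compound (up to 57.5 uM final), then substrate plus GAPDH/TPI/NAD/arsenate coupling system with diaphorase/resazurin was added; resorufin fluorescence (525/598 nm) was read after 20 min.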
Sm TGR inh = S. mansoni TGR enzyme inhibition; purified TGR, DTNB reduction, TNB absorbance 405 nm; AID 485364; 360,000 compounds, 3% hits; Potency, µM (titrated, usually from 114 µM), without a hit: at the top dose activity change, negative = inhibition, most hits filed as inhibitors; Q962Y6; further: potency means the concentration at half of the fitted maximal effect; nearly all actives have a fitted effect of over 60% in size
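TGR 20 nM + NADPH 100 uM (dispensed conc.), cpd preinc 15 min RT; start with NADPH (500 uM addition) then DTNB (15 mM addition). Kinetic TNB absorbance, 405 nm filter. Four-parameter Hill fit across titration.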
AMA1 RON2 block = disrupts binding of P. falciparum AMA1 to RON2; AID 720542; 360,000 compounds, 0.2% hits; Potency, µM (top dose mostly 58.2 µM), inactives show at the top dose activity change, negative = inhibition, usual class: inhibitors; AlphaScreen AMA1-biotinylated RON2 peptide binding;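 further: potency means the concentration at half of the fitted maximal effect; 0% = vehicle wells and -100% = peptide control; nearly all actives have a fitted effect of over 45% in size; some results filed as inactive show a strong effect at the top dose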
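AMA1 (3D7) with his tag at 25 nM final met compounds first, then biotinylated RON2 peptide at 25 nM; detection used donor plus acceptor beads, 10 µg/mL apiece, read by AlphaScreen after 30 min at room temperature.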
* marks the source's active call; other numbers are inactive results; ? = inconclusive; · = not tested or not shown; & = joins results of further samples; [ ] = dose if it differs, or a comment. Unless noted, the call rests on the fitted dose curve; in most records, active means well fitted curve in the direction sought with a large enough effect; inconclusive means small, poorly fitted or top-dose-only effect, or another doubt; inactive means no such curve, though single readings can be large; an effect the other way counts as inactive or inconclusive. Unless noted, on the % scale 0 is the no-effect control and ±100 the full control effect. Compounds as they come, and some 9.3% of all compounds hit somewhere here.

| Compound | HCMV inh | AmpC inh detg | HCV inhibitor | FBPA Giardia inh | Sm TGR inh | AMA1 RON2 block |
| --- | --- | --- | --- | --- | --- | --- |
| CN(C(=O)CN1C(=O)c2ccc([N+](=O)[O-])cc2C1=O)C1CCCCC1 | -28 | · | 32%[activator] | · | · | 5% |
| CC(C(=O)Nc1cccnc1)c1ccc([N+](=O)[O-])cc1 (stereo not given) | 10 | -14% | 14% | 4% | 12% | 60%[activator] |
| Cc1ccc(NC(=O)C(OC(=O)c2ccc(NC(N)=O)cc2)c2ccccc2)cc1Cl (stereo not given) | ? | 0% | ? | 3% | -9% | -8% |
| O=C(NCc1ccccn1)C1CCN(C(=O)c2cc3sccc3n2Cc2ccc(F)cc2)CC1 | · | ? | -16% | -3% | 4% | 74%[activator] |
| O=C(c1cccc(S(=O)(=O)N2CCOCC2)c1)N1CCCc2ccccc21 | 3 | -5% | -11% | 5% | ? | -4% |
| CC1CCN(S(=O)(=O)c2cc(C(=O)Nc3ccccn3)ccc2Br)CC1 | ? | ? | ? | · | 0% | 4% |
| CCOc1ccc(NC(=O)Cn2cc(S(=O)(=O)c3ccc(C)cc3)c(=O)c3cc(F)ccc32)cc1 | 4 | -10% | · | · | -4% | · |
| CCSC1(SCC)N=C(N)C2(C#N)C(c3ccccc3)NC(C)=C(C)C12C#N (stereo not given) | -15 | -5% | 6% | 0% | -6% | -4% |
| COc1ccc(OC)c(NC(=O)COC(=O)/C=C/c2ccc(Cl)cc2)c1 | -3 | -4% | 7% | 5% | 0% | -4% |
| C=CCNC(=O)C1CC1(c1ccc(C)cc1)c1ccc(C)cc1 (stereo not given) | -30 | ? | 4% | 5% | 4% | 0% |
| O=C(NCCN1CCOCC1)c1cc(S(=O)(=O)NCCCN2CCCC2=O)ccc1Cl | -8 | ? | 11%&9% | 5% | -16% | -16% |
| COC(=O)C1=C(C)N(Cc2ccccc2)C(=S)N[C@H]1c1cccc(C(F)(F)F)c1 | 16 | -12% | ? | ? | -9% | 111%[activator] |
| Cc1ccc(Cl)cc1-n1c(=O)c2sc3ccccc3c2n(CC(=O)NC2CCCCC2)c1=O | -32 | 3% | · | · | 0% | · |
| CC(C)(C)c1ccc(OCc2ccc(C(=O)N/N=C/c3ccc([N+](=O)[O-])cc3)o2)cc1 | 30 | 2% | -28% | 5% | 10% | -13% |
| COc1ccc(CN2CSC(=S)N(Cc3ccc(OC)cc3)C2)cc1 | 11 | 0% | -3% | 1% | -16% | 85%[activator] |
| COc1cc(/C=N/NC(=O)c2ccccc2O)ccc1OC(=O)CC1SC(=O)NC1=O (stereo not given) | 4 | 8% | 15% | 15% | -3% | -1% |
| CCOC(=O)Cn1c(N2CCCCCC2)nc2c1c(=O)[nH]c(=O)n2C | 15 | ? | -2% | 3% | ? | 8% |
| COc1ccc(Br)cc1S(=O)(=O)N1CC(C)OC(C)C1 (stereo not given) | 35 | -13% | 3% | 6% | 2% | 1% |
| O=C(Cn1c2ccc(F)cc2c2nc3n(c(=O)c21)CCS3)Nc1ccccc1C(F)(F)F | -9 | -4% | ? | 3% | 0% | -2% |
| Fc1cccc(CSc2nc3ccncc3[nH]2)c1 | 72 | -6% | -2%[8.37 µM] | -3% | -1% | -1% |
| COc1ccc2cc1Oc1ccc(cc1)C[C@H]1c3c(cc4c(c3Oc3cc5c(cc3OC)CCN(C)[C@@H]5C2)OCO4)CCN1C | -38 | 0% | 14µM* | -1%&1% | 2% | ? |
| O=C(CN(C(=O)Cn1nnc(-c2cccs2)n1)c1cnc2ccccc2c1)NCC1CCCO1 (stereo not given) | -7 | ? | -3% | -1% | -4% | -1% |
| O=C(NCCC(c1ccccc1)c1ccccc1)c1ccc(Br)o1 | -6 | -6% | ? | -9% | -35% | -7% |
| Cc1cccc(NC2=NC(=S)N(c3ccc(C(=O)O)cc3)C23CCCCC3)c1 | -12 | ? | 23% | 1% | 6% | -13% |

Quoted from the entries so far, 2 compounds:
| Compound | HCMV inh | AmpC inh detg | HCV inhibitor | FBPA Giardia inh | Sm TGR inh | AMA1 RON2 block |
| --- | --- | --- | --- | --- | --- | --- |
| O=C(NCCC(c1ccccc1)c1ccccc1)c1ccc(Br)o1 | -6 | -6% | ? | -9% | -35% | -7% |
| Cc1cccc(NC2=NC(=S)N(c3ccc(C(=O)O)cc3)C23CCCCC3)c1 | -12 | ? | 23% | 1% | 6% | -13% |

Additional entries follow.
| Compound | HCMV inh | AmpC inh detg | HCV inhibitor | FBPA Giardia inh | Sm TGR inh | AMA1 RON2 block |
| --- | --- | --- | --- | --- | --- | --- |
| Cc1ccc(CS(=O)(=O)Cc2ccc(C(=O)NCCc3ccc(Cl)cc3)o2)cc1 | 10 | 3% | · | · | 2% | · |
| Cc1cccc(C(=O)OCC(=O)NC(=O)c2ccccc2)c1O | 1 | -2% | 6% | · | 50µM* | -2% |
| CCOC(=O)C1=CN(Cc2cccc(F)c2)S(=O)(=O)N(CC)C1c1ccc(Br)cc1F (stereo not given) | ? | · | 0%[8.37 µM] | · | · | 4% |
| COc1ccc(C(C(=O)NC2CCCC2)N(Cc2cccs2)C(=O)c2ccn[nH]2)cc1OC (stereo not given) | -29 | 3% | ? | 0% | 10% | 4% |
| COc1ccc2c(c1)CC(C(=O)Nc1cc(OC)c(OC)c(OC)c1)CO2 (stereo not given) | 11 | 11% | · | · | 1% | · |
| O=C(COC(=O)c1c2c(nc3ccccc13)CCCC2)Nc1ccc2c(c1)OCO2 | -27 | -4% | 5.6µM* | 1% | 7% | -10% |
| CCCN(Cc1nnc(-c2ccccc2Cl)o1)C(=O)c1cc(S(=O)(=O)N2CCOCC2)ccc1F | -23 | 0% | ? | · | 3% | 14% |
| Cc1cccc(CCn2c(=O)c3ccccc3n(CC(=O)Nc3ccccc3F)c2=O)c1 | -31 | 17% | · | · | -2% | · |
| Cn1cc(C(=O)c2ccccc2)cc1-c1nc2ccccc2n1C | -21 | -3% | ? | -2% | -8% | -4% |
| COc1ccc(-c2noc(-c3ccc(N4CCCC4)c([N+](=O)[O-])c3)n2)cc1OC | 9 | ? | · | · | -6% | · |
| CCCNC(=O)c1cnc(-c2ccccc2)nc1-c1ccccc1 | 2 | 1% | -4% | 7% | -17% | 6% |
| COc1ccc(NC(=O)CCCn2c(=O)c3cccn3c3cccnc32)cc1Cl | -37 | 4% | · | · | 12% | · |
| CCN1CCN(c2ccc(N3CCN(C(=O)c4ccc(Br)o4)CC3)nn2)CC1 | -25 | 1% | 14% | · | 1% | -1% |
| OC(CNCc1ccc2c(c1)OCO2)COc1ccccc1 (stereo not given) | -3 | 3% | 8% | 3% | -9% | -6% |
| N#Cc1cc(NC2CCCC2)c([N+](=O)[O-])cc1C#N | -5 | ? | ? | -3% | -7% | -13% |
| CCN(C(=O)Nc1ccccc1OC)c1c(N)n(Cc2ccccc2)c(=O)[nH]c1=O | 7 | 5% | -3% | 4% | 1% | -1% |
| COc1ccccc1CNC(=O)c1cnc2c(-c3ccccc3)c(C)nn2c1C | -8 | -2% | · | · | 7% | · |
| C=CCON/C(CCC)=C1\C(=O)CC(C)(C)CC1=NC | 61 | 2% | 0% | 2% | 11% | 19% |
| COc1ccc(-c2cc(-c3ccccc3)nc3c2COc2ccc(Cl)cc2-3)cc1 | 10 | -4% | · | · | 3% | · |
| CCOc1ccc(CNC(=O)CN2C(=O)CSc3ccc(S(=O)(=O)N4CCOCC4)cc32)cc1OC | 0&28 | -7%&5% | 8% | 18% | -1%&-2% | -20% |
| O=C(c1ccco1)N1CCN(C(=S)NCc2ccc(F)cc2)CC1 | 15 | ? | 18% | 9% | -19% | 4% |
| Cc1cc(F)ccc1NC(=O)C1CCCO1 (stereo not given) | -32 | -5% | 1% | 4% | 22% | -7% |
| Nc1c(-c2ccccc2)cnc2ncnn12 | 13 | -1% | 10% | 1% | -30% | 1% |
| COc1ccc(-c2sc3ccccc3c2-c2ccc(OCCN3CCOCC3)cc2)cc1 | 1 | · | 11% | · | · | -4% |
| O=C(COC(=O)CNC(=O)c1ccccc1Cl)Nc1cc(C(F)(F)F)ccc1Cl | 1 | 1% | · | · | 4% | · |
| O=C(COC(=O)CCC(=O)c1cccs1)Nc1cccc(F)c1 | 2 | 1% | 20% | · | -3% | 4% |
| COCCCNC(=O)C1CCN(Cc2cc3ccccc3n2Cc2cccc(Cl)c2)CC1 | -5 | 8% | · | · | 1% | · |
| CNc1c2cccc(C)c2nc2c(C(=O)NCCN(C)C)cccc12 | -100* | · | 1.4µM* | · | · | -20% |
| COc1cc(C(=O)NCCOc2ccccc2C)cc(OC)c1OC | 29 | 2% | -12% | -1% | 16% | 7% |
| Cc1ccc(NC(=O)c2cc(=O)[nH]c3ccc(S(=O)(=O)N4CCOCC4)cc23)nc1 | 2 | -13% | -14% | · | -15% | 19% |
| CCCn1cnc2cc(NCc3cccc(OC)c3O)ccc21 | 4 | -10% | -30% | -4% | 0% | 31%[activator] |
| Cc1oc2ccc(OCc3ccccc3F)cc2c1C(=O)O | -5 | 2% | 22% | -14% | 5% | 3% |
| COc1ccccc1NS(=O)(=O)c1ccc(C(=O)OCC(=O)NCc2ccco2)cc1 | 36 | ? | 18% | 6% | 40µM* | 4% |
| COC(C(=O)Nc1ccnn1C1CCN(C(=O)c2ccc(C)cc2)CC1)c1ccccc1 (stereo not given) | -7 | -12% | -6% | 14% | -1% | 2% |
| CC12CN3CC(C)(CN(C1)C3c1ccccc1)C2O (stereo not given) | ? | 0% | 3% | -13% | 16% | 59%[activator] |
| O=C(Nc1nnc(S(=O)(=O)N2CCCc3ccccc32)s1)c1ccc(Cl)cc1 | -15 | -2% | · | · | 7% | · |
| COc1ccc2nc(/N=C(\N)NC(=O)N3c4ccccc4Sc4ccccc43)nc(C)c2c1 | ? | ? | -27% | -8% | -3% | -25% |
| COc1ccc(S(=O)(=O)Nc2cc(Cl)ccc2OC)cc1 | -19 | ? | ? | 5% | 7% | 10% |
| COC(=O)c1ccc(NC(=O)c2cn(-c3cccc(C)n3)cn2)cc1 | -11 | -8% | 10% | 7% | 4% | -2% |
| CCOC(=O)N1CCN(C(=O)C2CCN(S(=O)(=O)c3ccc(F)cc3)CC2)CC1 | 5 | -8% | 16% | 0% | 29% | 19% |
| COCCn1c(=NC(=O)CSCC(=O)Nc2cc(C)on2)sc2cc(C(=O)OC)ccc21 | -27 | ? | 13% | 0% | -15% | -7% |
| O=C(NCc1nnc(SC/C=C/c2ccccc2)o1)c1ccco1 | 20 | 5% | -5% | -17% | ? | 20% |
| COc1ccccc1C(=O)Nc1nnc(S(=O)(=O)N2CCOCC2)s1 | -23 | 2% | 6% | · | 3% | 16% |
| CCOc1ccc(NC(=O)C2CCN(S(=O)(=O)c3ccc4c(c3)N(C(C)=O)CCO4)CC2)cc1 | -39 | -4% | -6% | 4% | 0% | -4% |
| COc1cc(OC)c(NC(=O)CSc2nccn2C)cc1Cl | 10 | 2% | · | · | 9% | · |
| COc1ccccc1C(=O)NCC(=O)NNC(=O)c1cccs1 | -12 | · | 7% | · | · | 14% |
| Cn1c(=O)[nH]c(=O)c2c1nc(N1CCCC1)n2CCCSc1nnnn1-c1ccccc1 | 46 | -3% | 15% | 1% | -6% | -2% |

High-throughput results from PubChem BioAssay.
